# Source: PubChem (Sanford-Burnham Center for Chemical Genomics)
# tim10-1 inh: inhibits growth of tim10-1 mutant yeast. hit rate 2.2% among 330,000. inhibition, % at 20 µM. S. cerevisiae tim10-1 ts strain growth, BacTiter-Glo, 24 h;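 active = inhibition of at least 40%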;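 note: mutant grown at 25 °C; 0% = DMSO wells with yeast and 100% = wells holding no yeast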
# UPR XBP1 act: adaptive UPR (XBP1) activation; hit rate 0.33% among 330,000; CHO-XBP1 luciferase reporter, IRE1-XBP1 UPR activation, luminescence; percent of tunicamycin response, DMSO as zero; activation, % at 20 µM;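 active = versus positive control, 20 µM dose yields 30% or more activation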;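 note: 100% = tunicamycin at 10 µg/mL and 0% = DMSO only wells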
#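 Material: CHO-XBP1 cells stably carrying IRE1-XBP1-driven luciferase reporter | Medium: F12 with 10% serum | Compound dosing: 20 µM single concentration, DMSO 1% | Incubation: Overnight seeding at 37 °C, 6 h compound treatment at 37 °C | Detection: Steady-Glo luminescence read | Read-out basis: % activation of reporter signal versus tunicamycin and DMSO controls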
# NR3A LBD binder: modulates the human NR3A ligand-binding domain; NR3A LBD differential scanning fluorimetry, Tm shift; 0% = protein alone, 100% = glycine-bound protein; Tm shift relative to glycine control, % at 25 µM; hit rate 2.5% among 340,000;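 active = melting temperature shift of at least 10% of the positive control shift, at one fixed dose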
# CHOP UPR activ: apoptotic UPR (CHOP) activation; activation, % at 10 µM; hit rate 0.34% among 330,000; CHO-CHOP luciferase reporter, luminescence; percent of tunicamycin response over DMSO baseline; AID 449763;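 active = at 10 µM dose, activation of 40% or more, normalized to positive control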;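 note: 100% = tunicamycin at 10 µg/mL and 0% = DMSO alone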
#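 assay system = CHO CHOP reporter cells | amount = 500 CHO-CHOP cells per well | buffer or medium = F12 with 10% FBS | incubation = 16-18 h cell attachment, then 6 h compound exposure, 37 °C | detection = luminescence read with Steady-Glo | read-out = percent activation relative to tunicamycin control | controls = tunicamycin high control, DMSO low control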
# APJ agonist: agonists of human APJ apelin receptor; P35414; CHO-K1 APJ PathHunter beta-arrestin, luminescence; 0% DMSO wells, 100% apelin; activation, % at 20 µM; hit rate 0.11% among 330,000;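 active = activation more than six SD over the plate average, tested at 20 µM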;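 note: 0% = DMSO alone and 100% = apelin-13 at 10 nM; some results filed as inactive read as strong as hits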
#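 Assay system: CHO-K1 cells stably expressing ProLink-tagged human APJ and arrestin–beta-gal acceptor. Compound dosing: 20 µM single point, 1% DMSO. Times: 16-18 h seeding, 90 min dark compound exposure, 60 min detection. Detection: beta-gal luminescence. Evaluation: APJ–arrestin association signal. Controls: negative DMSO alone, positive Apelin-13 at 10 nM.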
# TIM10 inh: TIM10 yeast growth inhibition; S. cerevisiae TIM10 strain growth, BacTiter-Glo luminescence, 24 h; inhibition, % at 10 µM; hit rate 1.4% among 330,000; AID 463195;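 active = inhibition of 40% or more at the single tested concentration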;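 note: wild-type TIM10 isogenic control strain grown at permissive 25 °C; 0% = DMSO yeast wells and 100% = minimal medium wells without yeast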
# NLRP3 yeast inh: blocks the NALP3 inflammasome reconstituted in yeast. Yeast reconstituted NLRP3/ASC/caspase-1, beta-gal luminescence, 24 h. inhibition, % at 10 µM. hit rate 0.39% among 330,000. AID 2825;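 active = inhibition of 50% or more; inactive = inhibition below 50%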;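 note: plate controls were induced DMSO wells for no effect and uninduced yeast grown without galactose for full effect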
# Mdm2 MdmX PPI: disrupts the human Mdm2-MdmX interaction; SaOS-2 split-luciferase Mdm2/MdmX complementation, luminescence; O15151+Q00987; AID 485346; inhibition, % at 8 µM; hit rate 3% among 330,000;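 active = inhibition of at least 50% at 8 µM in the primary screen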
# Target sequence (O15151 whole entry, looked up): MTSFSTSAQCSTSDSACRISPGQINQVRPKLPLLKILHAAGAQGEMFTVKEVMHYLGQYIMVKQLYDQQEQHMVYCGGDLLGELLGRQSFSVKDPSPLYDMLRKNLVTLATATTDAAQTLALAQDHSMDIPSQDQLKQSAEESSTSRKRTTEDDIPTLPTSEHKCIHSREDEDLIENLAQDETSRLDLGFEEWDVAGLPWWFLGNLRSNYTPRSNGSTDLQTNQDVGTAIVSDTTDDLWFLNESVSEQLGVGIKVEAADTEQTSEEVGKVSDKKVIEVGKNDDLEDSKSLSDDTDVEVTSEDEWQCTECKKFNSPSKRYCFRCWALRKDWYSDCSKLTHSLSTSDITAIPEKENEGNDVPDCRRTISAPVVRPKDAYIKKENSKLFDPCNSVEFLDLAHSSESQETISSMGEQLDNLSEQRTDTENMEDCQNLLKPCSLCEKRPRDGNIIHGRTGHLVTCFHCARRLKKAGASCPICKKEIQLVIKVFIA
# Target sequence (Q00987 whole entry, looked up): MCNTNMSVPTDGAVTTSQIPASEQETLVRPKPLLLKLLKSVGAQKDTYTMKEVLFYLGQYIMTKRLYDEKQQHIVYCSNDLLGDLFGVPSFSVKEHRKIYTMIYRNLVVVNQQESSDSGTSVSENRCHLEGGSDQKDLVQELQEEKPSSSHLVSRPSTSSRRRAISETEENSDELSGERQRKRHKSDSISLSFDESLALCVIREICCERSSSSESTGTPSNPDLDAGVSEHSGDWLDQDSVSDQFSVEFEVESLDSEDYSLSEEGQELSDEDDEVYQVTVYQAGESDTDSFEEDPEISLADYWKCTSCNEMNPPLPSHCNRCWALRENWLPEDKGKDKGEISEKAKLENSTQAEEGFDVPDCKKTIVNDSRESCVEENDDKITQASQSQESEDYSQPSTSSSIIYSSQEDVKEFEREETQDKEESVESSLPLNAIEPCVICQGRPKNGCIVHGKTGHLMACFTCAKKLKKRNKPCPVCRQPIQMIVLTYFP
# tim23-1 inh: inhibits growth of tim23-1 mutant yeast; inhibition, % at 20 µM; S. cerevisiae tim23-1 growth, BacTiter-Glo luminescence, 24 h; hit rate 1.3% among 330,000;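 active = growth inhibition of the mutant yeast at or above 50%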;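 note: temperature-sensitive mutant grown at 25 °C; plate controls were DMSO-treated mutant yeast for no effect and medium wells lacking yeast for full effect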
# * marks the source's active call; other numbers are inactive results; / = no result given. The order is random; about 8.2% have a hit in one of these screens.
SMILES,tim10-1 inh,UPR XBP1 act,NR3A LBD binder,CHOP UPR activ,APJ agonist,TIM10 inh,NLRP3 yeast inh,Mdm2 MdmX PPI,tim23-1 inh
O=C(CC1SCCNC1=O)Nc1ccc(Cl)cc1 (centres undefined),4,-2,1,5.0,-3,11,6,-27,-1
O=C(c1ccc(NS(=O)(=O)c2ccc(F)cc2)cc1)N1CCCCCC1,-6,-5,/,0.3,0,-3,2,13,-11
Cc1ccc(C(=O)NC(C)C2CCCO2)o1 (centres undefined),-2,-1,-1,-0.7,-6,7,14,-6,-3
Cc1cc(Cl)c(S(=O)(=O)NCC2CCCO2)cc1OCC(=O)NC1CCCCC1 (centres undefined),5,-4,1,-2.3,-5,4,15,6,14
CCC(C)NC(=O)CCn1c(=O)c2cccn2c2ccc(F)cc21 (centres undefined),10,-3,-3,0.2,-2,26,3,18,15
CC(C)(C)SCCNS(=O)(=O)c1ccccc1,18,-3,0,0.6,0,0,6,6,14
COc1ccc(C)cc1NC(=O)c1cccc(C(=O)Nc2cc(C)ccc2OC)n1,3,-1,0,1.2,7,7,13,25,4
CN(CCOc1ccc(Cl)cc1)C(=O)CN1C(=O)NC2(CCCCC2)C1=O,-14,0,-2,0.9,-3,-5,5,9,-1
CCOc1ccc(NC(=O)CN2CCc3cc4c(cc3C2)OCCCO4)cc1OCC,0,-3,4,-0.3,-1,0,11,6,7
COC(=O)CC1=NN(c2ccccc2)C(=O)C1,17,0,1,0.4,-1,-5,7,-2,5
O=C(COC(=O)c1nc(-c2ccccc2)n(-c2cccc(C(F)(F)F)c2)n1)NCc1cccs1,14,-3,-7,1.0,/,10,5,-14,16
C#CCNC(=O)C1=C[C@@H](C)C[C@@H](OCc2ccc(CO)cc2)O1,2,0,-2,-1.1,3,1,16,13,17
CC(C)(C)c1ccc(C(=O)Nn2cnnc2)cc1,5,0,-1,-0.6,1,14,20,4,8
O=c1c2ccccc2oc2cc(C#Cc3ccccn3)ccc12,-12,-3,-1,1.2,-2,-16,29,-226,-6
COc1ccc(-c2cnn3c(N)c(S(=O)(=O)C(C)(C)C)cnc23)cc1,31,6,-3,-0.7,-5,15,6,19,39
Cc1ccc(NC(=O)CS(=O)CC(=O)N2CCN(C3CCCC3)CC2)cc1 (centres undefined),6,0,-1,0.5,-2,-16,-5,7,8
Nc1nc(NC(=O)c2ccco2)nn1-c1ccccc1,-8,-3,0,1.5,2,-9,17,1,2
CC(C)C(=O)N1CCC(n2nccc2NC(=O)CCc2ccccc2)CC1,-4,-2,-1,-1.4,-4,2,-5,17,5
COc1ccc(NC(=O)CNC(=O)Cc2ccccc2)cc1OC,-6,0,2,4.0,-2,9,17,-4,5
CSc1nc(C)cc(Oc2ccc(=O)[nH]n2)n1,1,-3,-1,-0.1,-1,-4,9,9,13
Cn1c(=NC(=O)C2CCCCC2)sc2cc([N+](=O)[O-])ccc21,1,1,-3,2.9,-3,14,12,-39,20
O=C(NCc1ccccc1)c1csc2c1CCCC2,9,1,0,-0.2,0,-2,30,-24,13
O=C(Nc1nccs1)c1cccnc1,-14,-6,1,-0.4,2,-2,8,4,-1
O=C(CN1CCN(CC(=O)Nc2ccccc2Cl)CC1)NCC1(N2CCCCC2)CCCCC1,-13,-1,1,2.9,-4,-1,11,31,0
CCC1(C)CC(CCNS(=O)(=O)c2ccc(C)cc2)(c2ccc(C)cc2)CCO1 (centres undefined),12,-6,-5,-1.8,-2,6,9,32,20

# 6 entries from above in another layout:
# The line under a structure holds: tim10-1 inh	UPR XBP1 act	NR3A LBD binder	CHOP UPR activ	APJ agonist	TIM10 inh	NLRP3 yeast inh	Mdm2 MdmX PPI	tim23-1 inh
> O=C(c1ccc(NS(=O)(=O)c2ccc(F)cc2)cc1)N1CCCCCC1
 : -6	-5	/	0.3	0	-3	2	13	-11
> Nc1nc(NC(=O)c2ccco2)nn1-c1ccccc1
 : -8	-3	0	1.5	2	-9	17	1	2
> O=c1c2ccccc2oc2cc(C#Cc3ccccn3)ccc12
 : -12	-3	-1	1.2	-2	-16	29	-226	-6
> COC(=O)CC1=NN(c2ccccc2)C(=O)C1
 : 17	0	1	0.4	-1	-5	7	-2	5
> CSc1nc(C)cc(Oc2ccc(=O)[nH]n2)n1
 : 1	-3	-1	-0.1	-1	-4	9	9	13
> O=C(Nc1nccs1)c1cccnc1
 : -14	-6	1	-0.4	2	-2	8	4	-1

# The list continues.
SMILES,tim10-1 inh,UPR XBP1 act,NR3A LBD binder,CHOP UPR activ,APJ agonist,TIM10 inh,NLRP3 yeast inh,Mdm2 MdmX PPI,tim23-1 inh
O=C(NCc1ccc2c(c1)OCO2)c1ccc(Br)s1,11,2,0,2.9,0,-5,16,5,29
CS(=O)(=O)NCCCNc1ccc(C(F)(F)F)cc1[N+](=O)[O-],18,1,-1,0.0,-1,-2,17,-1,31
CCN(c1ccc(NC(=O)c2ccc(Cl)nc2)cc1)C(C)C,-8,2,-1,4.1,-3,-4,38,34,9
O=C(c1ccc(S(=O)(=O)N2CCCCC2)cc1)N1CCCC(C(F)(F)F)C1 (centres undefined),15,-2,0,-0.6,-7,6,8,10,10
CCCN(c1ccc(OCC)cc1)S(=O)(=O)c1ccc2c(c1)CCN2C(=O)CCC(=O)O,17,-1,3,0.0,-1,-11,-2,-5,15
CCN(CC)S(=O)(=O)c1ccc(NC(=S)NC(=O)C2CCC2)cc1,31,-8,3,0.0,11,22,18,26,38
Cc1cc(NC(=O)c2ccco2)sc1C,0,-1,2,2.8,-2,43*,39,-57,52*
CCOC(=O)c1c(C)n(C)c2ccc(OCC(O)Cn3nc(C)cc3C)cc12 (centres undefined),28,2,1,-2.1,-2,21,31,3,18
COc1cccc(CN2CC(C(=O)NC3CCCCCC3)CCC2=O)c1 (centres undefined),2,-3,-1,1.8,-4,-3,5,-15,1
COC(=O)c1cccc(C23CC4(C2)[C@H](CN(Cc2ccc(C(F)(F)F)cc2)[C@@H]4c2ccccc2)C3c2ccccc2)c1 (some centres undefined),22,-4,-2,-0.7,4,7,18,14,23
Cc1cnc(C(=O)Nc2ccccc2F)cn1,1,-1,-2,5.8,-1,9,8,-38,2
Cc1ccc2[nH]c3c(=O)n(CCc4cnc[nH]4)cnc3c2c1,-31,-5,1,-1.6,-3,7,-14,-5,-4
O=C(/C=C\Nc1ccc(Cl)cn1)c1ccc(Br)cc1,14,1,-2,3.7,0,-2,5,-56,-6
CC(Oc1ccc(Cl)cc1Cl)C(=O)NC1=NN(c2ccccc2)C(=O)C1 (centres undefined),52*,0,-3,-1.2,-1,11,9,7,61*
COc1ccccc1N1CCN(C(=O)c2ccc(Cn3c(=O)[nH]c4ccsc4c3=O)cc2)CC1,11,-1,-3,1.0,4,14,2,6,7
COc1ccc(NC(=O)C2CCCN(c3cnccn3)C2)cc1 (centres undefined),-21,-1,2,-1.2,1,-5,12,-5,-6
CCCn1c(N)c(N(CCOC)C(=O)c2cc(C)cc(C)c2)c(=O)[nH]c1=O,11,1,-3,0.8,-3,-10,-7,20,2
CCCCN(C(=O)c1ccc2c(c1)OCO2)c1c(N)n(CCCC)c(=O)[nH]c1=O,19,-5,-2,-0.2,-1,10,20,10,52*
Cc1[nH]nc(SCC(=O)NC2CCCC2)c1[N+](=O)[O-],10,-2,-2,2.5,-1,-11,2,22,-2
N#Cc1ccc(OCC(=O)N/N=C(\CCC(=O)O)c2cccs2)cc1,1,-3,1,0.5,-2,1,-9,16,12
O=S(=O)(Nc1ccc(Cl)cn1)c1ccccc1,16,-3,-2,1.8,-3,14,15,0,16
CCOC(=O)C(NC(C)=O)(N1CCOCC1)C(F)(F)F (centres undefined),-9,0,/,-0.6,3,16,3,10,6
O=C(Nc1ccc2c(c1)OCCO2)C1CCCN(S(=O)(=O)c2cccs2)C1 (centres undefined),19,2,-4,4.5,1,16,0,11,22
Cc1ccc(C(=O)Nc2cccc(-c3cn4ccccc4n3)c2)cc1,-15,1,-7,1.1,-1,-32,6,-14,-16
Cc1cc(N/N=C/c2cccc(Cl)c2)nc(NCc2ccccc2)n1,30,-3,15*,1.2,0,-12,17,30,21
SMILES,tim10-1 inh,UPR XBP1 act,NR3A LBD binder,CHOP UPR activ,APJ agonist,TIM10 inh,NLRP3 yeast inh,Mdm2 MdmX PPI,tim23-1 inh
Cc1cccc(NC(=O)c2cc(=O)c3ccccc3o2)c1,-1,0,-2,2.3,0,6,37,-37,-4
O=C1OCCN1C(=O)[C@H]1[C@H](c2ccc([N+](=O)[O-])cc2)C(c2cccc(Cl)c2)=NN1c1ccccc1,0,-1,13*,-2.2,-1,19,10,12,19
CCOC(=O)Cc1nnc(NC(=O)c2ncn[nH]2)s1,4,0,-2,-2.4,-1,-14,3,-22,-2
Cc1ccc2[nH]c(CCN(C)C)c(CN3CCOCC3)c2c1,-13,-2,1,1.4,0,-9,1,8,-11
CC(C)c1ccc(-c2noc(C3CCCN(C(=O)c4ccc(F)cc4F)C3)n2)cc1 (centres undefined),28,2,2,1.5,-2,37,9,19,36
Cc1ccccc1OCC(O)CN(Cc1ccccc1O)C1CCCCC1 (centres undefined),8,-4,1,0.7,1,26,3,-8,-3
O=C(c1cc(COc2ccc(F)cc2Cl)on1)N1CCCCCCC1,41*,3,1,3.3,-4,14,22,5,51*
NC1=NS(=O)(=O)NC1c1cccc(F)c1 (centres undefined),10,1,-3,1.1,-1,-8,-12,4,13
O=C(NCCCn1ccnc1)c1ccc(Cl)c(S(=O)(=O)N2CCOCC2)c1,-5,3,-2,-0.9,-1,-10,3,15,-8
O=C(c1ccc(N2CCN(C(=O)c3cccc(F)c3)CC2)cc1)c1cccc(F)c1,23,-6,4,-0.8,17,14,14,5,26
O=C1CSC(c2cccc([N+](=O)[O-])c2)N1CCc1ccccc1 (centres undefined),8,-2,3,3.4,-4,0,7,35,23
Cc1ccc(NC(=O)c2ccc(C)c(NC3=NC4CS(=O)(=O)CC4S3)c2)cc1C (centres undefined),6,-2,-3,-0.9,3,4,6,-6,9
CC(C)(C)NC(=O)CC(c1ccccc1)c1ccccc1O (centres undefined),11,3,-2,0.0,2,12,-3,0,22
CCC(C(=O)NCc1ccc(OC)cc1)n1nc(C)n2c(cc3occc32)c1=O (centres undefined),22,2,-2,-0.7,0,-12,-5,15,7
CCCNC(=O)COc1ccc(S(=O)(=O)Nc2ccc(C)cc2)cc1,4,-2,0,0.2,-3,9,0,-28,-10
CCCS(=O)(=O)N1CCC(C(=O)NCCCN(CC)c2cccc(C)c2)CC1,0,-7,2,0.2,-1,-1,11,16,14
Cn1c(=O)n(Cc2ccc(Br)cc2)c2ccccc21,27,0,0,0.0,-1,25,49,18,30
CC(C)c1nc2sc3c(=S)nc[nH]c3c2c2c1CCC2,32,2,38*,-0.4,-4,30,-4,1,44
